Screens as filed in PubChem BioAssay.
CHRM4 PAM = positive allosteric modulators of human muscarinic M4 receptor; P08173; CHO-K1 hM4/Gqi5, Fluo-8 calcium fluorescence, ACh EC20; 0% = ACh EC20, 100% = maximal ACh; activation, % at 3 µM; 0.4% of 360,000 active;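 active means activation above its plate's cutoff, the mean activation of sample wells plus 3 SD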; further: some results filed as inactive read as strong as hits
Target sequence (P08173 whole entry, looked up): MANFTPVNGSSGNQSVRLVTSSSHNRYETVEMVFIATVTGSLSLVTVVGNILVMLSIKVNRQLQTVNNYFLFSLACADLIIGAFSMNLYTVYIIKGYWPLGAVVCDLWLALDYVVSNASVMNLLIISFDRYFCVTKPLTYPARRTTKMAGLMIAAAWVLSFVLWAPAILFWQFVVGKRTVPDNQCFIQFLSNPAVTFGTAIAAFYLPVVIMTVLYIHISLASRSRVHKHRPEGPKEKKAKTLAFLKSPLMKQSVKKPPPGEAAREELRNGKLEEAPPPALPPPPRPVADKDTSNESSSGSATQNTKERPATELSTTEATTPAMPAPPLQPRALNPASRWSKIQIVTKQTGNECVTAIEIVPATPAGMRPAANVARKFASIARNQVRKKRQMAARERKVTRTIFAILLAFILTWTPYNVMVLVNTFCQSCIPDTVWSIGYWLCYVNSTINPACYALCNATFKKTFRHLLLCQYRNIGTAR
CHO-K1 Ca PAM = nonselective activator or artifact in parental CHO-K1 calcium assay; ATP EC20, Fluo-8 calcium fluorescence; 0% at ATP EC20, 100% at ATP max; activation, % at 3 µM; 0.02% of 360,000 active; AID 602247;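 active means activation above the run cutoff, the mean activation of all test compounds plus 3 SD, cut at about 40% in these data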;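 further: peak over basal fluorescence ratio in a 140 s read after ATP addition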
CHO-K1 Ca antag = counter-screen for M1 antagonists: effect in parental CHO-K1 cells. ATP-induced calcium, Fluo-8 fluorescence. inhibition, % at 3 µM. 0.6% of 360,000 active. AID 602250;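 active means inhibition above a per-plate cutoff, the plate's mean sample inhibition plus 3 SD, cut at about 24% in these data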;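 further: 0% = DMSO plus EC80 ATP and 100% = DMSO alone without ATP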
CHRM5 PAM = CHRM5 positive allosteric modulation | P08912 | CHO-K1 hM5, Fluo-8 calcium, ACh EC20 PAM; 0% = ACh EC20, 100% = ACh EC100 | activation, % at 3 µM | 0.3% of 360,000 active;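 active means activation above the run cutoff, the mean activation of all test compounds plus 3 SD, cut at about 18% in these data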
Target sequence (P08912 whole entry, looked up): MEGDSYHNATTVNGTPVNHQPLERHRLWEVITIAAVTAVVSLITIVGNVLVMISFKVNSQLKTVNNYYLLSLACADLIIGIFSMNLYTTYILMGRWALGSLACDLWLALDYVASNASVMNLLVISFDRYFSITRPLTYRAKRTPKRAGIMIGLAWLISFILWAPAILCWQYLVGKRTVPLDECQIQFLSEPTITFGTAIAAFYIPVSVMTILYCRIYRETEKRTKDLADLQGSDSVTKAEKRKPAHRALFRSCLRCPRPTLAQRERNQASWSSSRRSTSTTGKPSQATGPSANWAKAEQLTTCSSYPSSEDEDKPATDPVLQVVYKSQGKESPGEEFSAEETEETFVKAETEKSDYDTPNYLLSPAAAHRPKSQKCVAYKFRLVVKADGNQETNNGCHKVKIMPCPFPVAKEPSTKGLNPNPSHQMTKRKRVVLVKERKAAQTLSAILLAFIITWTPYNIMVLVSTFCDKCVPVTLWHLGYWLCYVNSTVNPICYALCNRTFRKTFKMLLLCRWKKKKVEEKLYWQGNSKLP
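Assay system: CHO-K1 hM5 cells / Incubation: Fluo-8 loading 80 min at 37 °C plus 30 min room temperature / Technique: Fluo-8 calcium dye fluorescence, kinetic read / Repeats: single replicate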
M4 antag = CHRM4 antagonism in calcium assay; CHO-hM4 cells, ACh EC80, Fluo-8 calcium fluorescence; inhibition, % at 3 µM; 0.73% of 360,000 active;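 active means inhibition above its plate's cutoff, the mean inhibition of sample wells plus 3 SD, cut at about 27% in these data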;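 further: 0% = acetylcholine EC80 with DMSO and 100% = DMSO without agonist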
M1 ag parental = M1 agonist counterscreen hit in parental CHO-K1 cells; Fluo-8 calcium fluorescence; scaled to maximal ATP response, vehicle zero; AID 602248; 0.48% of 360,000 active; activation, % at 3 µM; in the data active means activation above about 15%;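 further: untransfected CHO-K1 host cells lacking M1 receptor as counterscreen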
M4 ag = CHRM4 agonism in calcium assay. P08173. CHO-K1 hM4/Gqi5, Fluo-8 calcium fluorescence; vehicle 0%, full acetylcholine response 100%. activation, % at 3 µM. 0.14% of 360,000 active;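 active means activation above the run mean over all test wells plus 3 SD, cut at about 32% in these data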;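 further: peak over basal fluorescence ratio per well then scaled between controls; 0% = DMSO wells and 100% = acetylcholine at EC100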
M5 antag = antagonists of human muscarinic M5 receptor (CHRM5); 0.59% of 360,000 active; CHO-hM5 cells, Fluo-8 calcium fluorescence, ACh EC80; inhibition, % at 3 µM; AID 624040; P08912;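 active means inhibition above a per-plate cutoff, the mean of that plate's test compounds plus 3 SD, cut at about 27% in these data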;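 further: 0% = acetylcholine EC80 with DMSO and 100% = DMSO without agonist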
CHRM5 agonist = agonists of human muscarinic M5 receptor (CHRM5). P08912. CHO-K1 hM5 cells, Fluo-8 calcium fluorescence; 0% DMSO wells, 100% maximal acetylcholine response. activation, % at 3 µM. 0.19% of 360,000 active. AID 624037;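 active means activation above the run's mean over test compounds plus 3 SD, cut at about 23% in these data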;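 further: signal is peak over basal fluorescence ratio across the kinetic read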
* = called active by the depositor; x = no result given.

SMILES	CHRM4 PAM	CHO-K1 Ca PAM	CHO-K1 Ca antag	CHRM5 PAM	M4 antag	M1 ag parental	M4 ag	M5 antag	CHRM5 agonist
CN(C)c1ccc(N2C(=O)CC(c3ccccc3)CC2=O)cc1	-4	3	-7	2	-10	0.9	2	9	-1
CC1=NN(Cc2cc(C(C)(C)C)c(O)c(C(C)(C)C)c2)C(=O)C1	-4	14	-11	-4	9	0.1	-1	1	0
COc1ccc(C(=O)Nc2ccnn2C2CCN(Cc3cccnc3)CC2)cc1	2	18	-17	-2	1	0.4	0	3	-8
CC1(C(=O)NS(=O)(=O)C2CC2)CCCN(C(=O)c2ccco2)C1 (configuration not stated)	-1	-2	-1	-3	5	0.3	0	2	0
CCOC(=O)CCC(=O)Nc1ccc(S(=O)(=O)Nc2cc(OC)nc(OC)n2)cc1	0	-5	4	-2	0	1.0	0	11	-2
CCCCNC(=O)C1(C)CCN1C(=O)c1ccc2ccccc2n1 (configuration not stated)	5	5	22	1	1	0.1	-1	0	-1
Cc1ccc(Nc2nc(=O)c3cc([N+](=O)[O-])ccc3s2)cc1	5	-7	-3	0	-20	0.1	1	-11	-5
Cc1nn(CC(=O)NCCc2ccccc2)c(=O)c2ccccc12	3	9	-2	-3	2	0.3	0	7	-5
C/C(CCC(C)C)=N\NS(=O)(=O)c1ccc(C)c([N+](=O)[O-])c1	-1	18	-16	4	-1	0.9	-1	-5	-1
CC(CNC(=O)C(=O)NC(C)CCc1ccccc1)Cc1ccccc1 (configuration not stated)	6	23	-21	2	-5	0.7	1	1	0
COc1cccc(-c2nnc3n2N=C(c2cccc(Br)c2)CS3)c1	-5	-1	1	-4	5	0.1	0	5	-2
O=C1NC[C@H](CCCCN2CCN(CCc3ccc(O)cc3)C(=O)C2=O)N(CCC2CCCCC2)C1=O	9	-7	0	-2	-2	0.0	1	-1	2
COc1ccccc1C(CNC(=S)NCc1ccccc1)N1CCCC1 (configuration not stated)	-14	-11	2	-6	6	0.4	3	5	-17
OC(COCC1CC=CCC1)Cn1cnc2ccccc21 (configuration not stated)	15	12	-8	8	9	1.3	2	-12	5
COC(=O)c1ccc(COC(=O)c2cnccn2)cc1	-1	15	-1	-5	-6	0.8	0	0	-2
COc1ccc(CCNC(=O)c2cccc(S(=O)(=O)N3CCCCCC3)c2)cc1	-1	5	-18	-8	3	3.1	6	12	0
CCOC(=O)c1ccc2c(c1)n(CC)c(C)[n+]2CC	5	12	-23	8	-6	0.2	0	4	-4
COC(=O)c1cn(NC(=O)Cn2nc([N+](=O)[O-])c(Br)c2C)c(=O)c2ccccc12	9	28	-19	10	-5	1.6	1	4	1
CC1(C)Oc2ccc3ccc(=O)oc3c2C[C@H]1O	4	12	-12	-1	3	0.7	1	14	1
CCc1ccc(/C=C2\CN(CC)Cc3c2nc2ccccc2c3C(=O)O)cc1	8	11	-4	5	-7	0.5	1	-1	2
CCCC(=O)NC(c1cccs1)c1cc([N+](=O)[O-])c2cccnc2c1O (configuration not stated)	-7	-8	2	-4	-1	0.3	0	1	1
Cc1cccc(N2CCN(c3nc4ccccc4n4cnnc34)CC2)c1C	-1	-3	4	-4	-10	-0.3	-1	10	2
O=C(Nc1cccc2cccnc12)c1ccc2c(c1)OCCO2	-3	3	-6	-10	4	0.8	-1	15	-7
N#CC(OC(=O)c1ccccc1)c1cccc([N+](=O)[O-])c1 (configuration not stated)	0	8	-7	-1	-7	0.0	0	7	-7
COc1ccc(NC(=O)CSc2nnnn2-c2ccccc2F)cc1	2	18	-1	1	-6	1.3	3	3	0
Cc1nc(SCCO)c2oc3ccccc3c2n1	5	-10	11	-3	6	0.5	2	-6	0
COc1ccc(Nc2nc(C(F)(F)F)nc(C)c2C#N)cc1	8	-6	0	5	0	-0.4	-3	-4	-6
Cc1ccc(S(=O)(=O)N2CCOCC2)cc1NC(=O)COC(=O)CCC(=O)c1cccs1	1	15	-4	2	-1	2.5	7	-6	-1
O=[N+]([O-])c1cccc(-c2nnc3n2CCCCC3)c1	1	7	-17	2	0	1.2	0	8	-4
Cc1ccc(S(=O)(=O)N2CCC(C(=O)NCCc3ccc(S(N)(=O)=O)cc3)CC2)cc1	7	36	-20	10	-8	0.6	1	-6	3

The list goes on; it opens with the seven that closed the last part.
SMILES	CHRM4 PAM	CHO-K1 Ca PAM	CHO-K1 Ca antag	CHRM5 PAM	M4 antag	M1 ag parental	M4 ag	M5 antag	CHRM5 agonist
N#CC(OC(=O)c1ccccc1)c1cccc([N+](=O)[O-])c1 (configuration not stated)	0	8	-7	-1	-7	0.0	0	7	-7
COc1ccc(NC(=O)CSc2nnnn2-c2ccccc2F)cc1	2	18	-1	1	-6	1.3	3	3	0
Cc1nc(SCCO)c2oc3ccccc3c2n1	5	-10	11	-3	6	0.5	2	-6	0
COc1ccc(Nc2nc(C(F)(F)F)nc(C)c2C#N)cc1	8	-6	0	5	0	-0.4	-3	-4	-6
Cc1ccc(S(=O)(=O)N2CCOCC2)cc1NC(=O)COC(=O)CCC(=O)c1cccs1	1	15	-4	2	-1	2.5	7	-6	-1
O=[N+]([O-])c1cccc(-c2nnc3n2CCCCC3)c1	1	7	-17	2	0	1.2	0	8	-4
Cc1ccc(S(=O)(=O)N2CCC(C(=O)NCCc3ccc(S(N)(=O)=O)cc3)CC2)cc1	7	36	-20	10	-8	0.6	1	-6	3
Cc1nn(CC(=O)N2CCCc3ccccc32)c(C)c1[N+](=O)[O-]	3	-4	5	7	-6	0.0	0	13	-1
CC(=O)c1c(N2CCCCC2)nc(=O)n(-c2ccccc2)c1C	5	20	-6	2	0	5.4	1	9	1
c1ccc(-c2nc3ccccc3[nH]2)nc1	-1	8	-5	-2	5	-0.3	0	0	-3
CCOC(=O)C1(C)CCN1C(=O)c1cc(F)cc(F)c1 (configuration not stated)	8	21	-13	7	-8	0.9	1	-9	0
COc1ccccc1CNC(=O)C1CC2Cn3c(nc4cc(C)c(C)cc43)C2N1C (configuration not stated)	13	9	-6	-8	-6	-0.7	1	10	-3
COc1ccccc1NC(=O)C(C)OC(=O)C1COc2ccccc2O1 (configuration not stated)	0	17	-18	-1	-5	0.8	1	5	2
COC(=O)c1ccc2nc(-c3ccc(C)cc3)c(Cc3ccsc3)n2c1	11	8	-2	-8	-9	-0.2	0	1	4
Cc1ccccc1NC(=O)NCc1ccco1	6	4	23	14	-3	-0.1	1	2	-8
O=C(NNC(=S)NC(=O)c1ccccc1[N+](=O)[O-])c1ccc(Cl)cc1Cl	8	13	-3	-2	1	0.9	1	3	-4
Cc1cc2c(cc1S(=O)(=O)N1CCN(c3cccc(C)c3C)CC1)OCC(=O)N2	-2	14	-5	-4	-3	0.6	-1	5	-1
O=C(COC(=O)/C=C/c1cccs1)Nc1ccccc1Cl	-4	7	-2	4	3	-0.1	1	-3	0
NS(=O)(=O)c1ccc(CCNC(=O)c2coc3ccccc3c2=O)cc1	2	4	5	7	-2	0.3	0	-3	-3
COc1ccc2sc(C)cc(=O)c2c1	8	19	-4	1	-10	0.0	0	7	1
COc1ccccc1CN1CC(C(=O)N(C)CCc2ccccn2)CCC1=O (configuration not stated)	1	4	-3	-3	11	0.4	0	11	0
Cc1cc(-c2cc(C)c(N)cc2C)c(C)cc1N	0	11	-14	0	0	-0.6	1	2	2
COc1ccc(/C=N\NC(=O)c2ccccc2Br)cc1COc1ccc(F)cc1	-1	0	-1	-1	3	0.5	0	12	-3
Cc1ccccc1-c1c(C)oc2cc(O)ccc2c1=O	3	3	-9	0	1	1.1	1	4	2
O=C(Nc1cc([N+](=O)[O-])ccc1F)c1ccc2c(c1)OCCO2	0	10	1	2	-4	-0.1	0	-3	-3
C[C@@H]1CCC[C@]2(O[C@@H](CCO)C[C@@H](O)[C@@H]2O)O1	11	9	-9	9	0	0.2	0	-11	6
O=C(CSc1nc2ccccc2c2nc3ccccc3n12)NCc1ccco1	-6	9	5	-14	1	1.9	4	9	-7
CCN1CCN(C(=O)c2cc3c(s2)-c2ccccc2S(=O)(=O)C3)CC1	-7	19	-4	-6	1	0.9	1	3	1
CC(C)n1c(Sc2nccn2C)nc2c1c(=O)n(C)c(=O)n2C	9	13	-24	-3	3	1.7	3	1	1
CCOC(=O)c1[nH]c2ccc(OC)cc2c1NC(C)=O	-2	13	-8	10	-5	-0.4	0	-2	-1
Cc1ccc(C)c2c1[nH]c1ccc([N+](=O)[O-])cc12	-5	-4	16	-15	-5	0.3	0	-4	-11
C=CCn1c(COc2ccc(Cl)cc2)nnc1SCC(=O)N1CC(=O)Nc2ccccc21	-20	13	-1	-1	21	4.2	4	-3	-3
COc1cc2c(cc1OC)[C@H](C)N(C(=O)CSc1nc(O)c(C(C)C)c(=O)[nH]1)CC2	5	5	-1	0	-10	0.4	2	3	3
Cc1c(C(=O)Nc2ccc(N3CCOCC3)cc2)cccc1[N+](=O)[O-]	3	-8	-10	-4	-7	0.9	2	7	1
CC1CCC(NC(=O)CC(C)(C)Cc2nc3ccccc3c(=O)[nH]2)CC1 (configuration not stated)	-8	-9	11	-6	6	3.1	8	7	3
O=C(CSc1nnc2ccccn12)c1ccc(OC(F)F)cc1OC(F)F	0	-6	7	2	0	0.1	2	-7	-2
COC1CCN(C(=O)CC2C(=O)NCCN2CC(C)(C)C)CC1 (configuration not stated)	-6	-5	-6	-1	10	0.4	2	0	-2
CCOc1ccc(CNC(=O)CCSCc2ccccc2F)cc1OC	3	12	-9	-9	-3	0.7	1	22	1
Cc1cccc(N(CC(=O)NCCc2ccccc2)C(=O)c2csnn2)c1	-3	3	-18	3	-3	1.0	1	-1	0
O=C(NCCS(=O)(=O)NCCc1ccccc1)c1ccc2c(c1)OCO2	8	8	2	4	0	-0.1	2	-12	0
O=C(CSc1n[nH]c(-c2cccnc2)n1)Nc1ccc([N+](=O)[O-])cc1	4	14	-12	-1	-6	1.0	0	14	-3
CCOC(=O)C(=CNNc1c(C)csc1C(=O)OC)C(=O)OCC	9	-14	-11	9	-4	-0.5	-2	-6	3
CCc1ccc(/C(C)=N/NC(=O)C(O)c2ccccc2)s1 (configuration not stated)	1	-5	-5	-4	0	0.0	1	8	1
CCOC(=O)CSCc1c(C#N)c2ccccc2n1C	-2	6	-8	-5	5	0.6	1	3	-6
Cc1sc2nc(SCC(=O)Nc3cccc(S(N)(=O)=O)c3)[nH]c(=O)c2c1C	3	13	-19	5	-2	-0.2	0	-6	-1
C=CCn1c(=S)[nH]c2ccc(Br)cc2c1=O	-8	18	-1	2	-5	0.9	3	1	-12
COc1ccc(OC)c(NS(=O)(=O)c2c(C(=O)N3CCCCCC3)c(C)n(C)c2C)c1	-4	-9	-3	-7	-7	3.5	9	18	-4
O=C1CCCC2=C1C1(CCCCC1)N=C(Nc1nc3ccccc3s1)N2	-6	-2	10	-1	-2	0.2	0	8	3
COc1ccc(Cn2c(CCC(=O)Nc3ccccc3)nc3cccnc32)cc1	7	19	-27	-4	-6	1.0	1	-1	1
CC(C)C[C@H](NC(=O)c1[nH]cnc1C(=O)N[C@H](C)c1ccccc1)C(=O)OCc1ccccc1	4	-9	10	-6	9	-0.1	0	4	-3
COCCn1c(N)c(N(Cc2ccccc2)C(=O)Cc2c(Cl)cccc2Cl)c(=O)[nH]c1=O	-3	-12	-3	-2	4	0.5	0	6	-4
CC(C)NC(=O)C1(C)CN(S(C)(=O)=O)CC(=O)N1Cc1ccco1 (configuration not stated)	1	x	x	4	4	x	1	3	2
